Screening results deposited in PubChem BioAssay by several laboratories.
TNAP act hi DEA: increases human TNAP activity under high phosphate acceptor concentration | purified TNAP, CDP-star luminescence, 1 M DEA, 30 min; active compounds read high; 0 = EDTA background, 1 = DMSO-only activity | 200,000 tested, under 10 active | P05186 | AID 1136 | activation factor at 20 µM;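 active = activation factor at least 2 at 20 µM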
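system = human TNAP | amount = enzyme diluted 1/800 final | reagent = 100 µM CDP-star substrate | signal = luminescent substrate turnover signal | dosing = one dose, 20 µM | benchmarks = EDTA negative control, DMSO positive control | measure = activation factor | timing = 30 min reaction, room temperature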
TNAP inh noacc: TNAP (human) inhibition, acceptor-free conditions. P05186. inhibition, % at 20 µM. AID 1012. 200,000 compounds, 0.26% hits. purified TNAP, CDP-star luminescence, 30 min;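 active = tissue-nonspecific alkaline phosphatase inhibition above about 50% at 20 µM in the single-dose screen, limit read from the data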;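 also: 0% = DMSO negative control and 100% = EDTA positive control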
PMI act hi M6P: increases human PMI activity with near-saturating mannose 6-phosphate | P34949 | coupled PMI enzyme assay, resazurin fluorescence, 20 min; active compounds read high; 1 = untreated enzyme, 0 = substrate-free blank | activation factor at 20 µM | 190,000 compounds, 0.34% hits | AID 1216;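 active = activation factor of 2 or more at 20 µM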
Target sequence (P34949 whole entry, looked up): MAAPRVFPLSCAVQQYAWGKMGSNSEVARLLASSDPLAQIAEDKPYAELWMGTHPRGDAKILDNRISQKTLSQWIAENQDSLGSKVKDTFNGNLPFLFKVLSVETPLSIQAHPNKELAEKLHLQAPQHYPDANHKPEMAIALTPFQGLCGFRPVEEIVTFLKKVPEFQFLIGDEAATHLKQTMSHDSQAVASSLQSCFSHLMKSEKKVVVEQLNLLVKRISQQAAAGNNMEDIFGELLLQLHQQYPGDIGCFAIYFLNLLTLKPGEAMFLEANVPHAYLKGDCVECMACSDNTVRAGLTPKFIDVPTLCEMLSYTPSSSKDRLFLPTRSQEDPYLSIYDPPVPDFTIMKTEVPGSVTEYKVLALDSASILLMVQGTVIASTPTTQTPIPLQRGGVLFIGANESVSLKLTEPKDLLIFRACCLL
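Test system – human PMI in coupled enzyme assay · Timing – 20 min incubation at room temperature · Detection – Diaphorase-driven resazurin-to-resorufin fluorescence, excitation 544, emission 590 nm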
APP 5'UTR act: activates APP 5'UTR luciferase reporter. activation, % at 2 µM. AID 1276. 190,000 compounds, 1% hits. SH-SY5Y APP 5'UTR luciferase reporter, luminescence; zero percent = DMSO vehicle wells;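 active = activation above a set limit, based on mean plus 3 SD of controls, cut at about 140% in these data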; also: values of inactives mirror those of a sister screen read the other way
NF-kB neuron act: NF-kB expression increase, human neuronal cells | fold change at 12.5 µM | 190,000 compounds, 1.6% hits | NF-kB reporter expression; active compounds read high; in the data active = fold change above about 3.3
PMI activator: activators of human phosphomannose isomerase. P34949. purified human PMI, coupled resazurin fluorescence, 20 min; active compounds read high; 1 = vehicle control, 0 substrate-free wells. activation factor at 20 µM. 190,000 compounds, 0.005% hits;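 active = activation factor of 2 or more at 20 µM, relative to plate controls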
bIAP activator: intestinal alkaline phosphatase (bovine) activation; activation factor at 20 µM; AID 1016; purified bovine IAP, CDP-star luminescence, 30 min; active compounds read high; fold of DMSO-control signal, blank-subtracted; 200,000 compounds, 0.17% hits;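 active = activation factor of 2 or more at 20 µM, a signal rise over negative controls twice the positive control's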
TNAP inh hiacc: blocks human TNAP under high phosphate acceptor concentration. AID 1135. 200,000 compounds, 0.03% hits. inhibition, % at 20 µM. purified TNAP, CDP-star luminescence, 1 M DEA;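 active = over 50% inhibition of tissue-nonspecific alkaline phosphatase at 20 µM in the single-dose screen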;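 also: plate controls were DMSO wells for no effect and EDTA-quenched wells as full inhibition for full effect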
FLuc inhib CS: counter-screen for luciferase assay inhibitors: firefly luciferase inhibition; P08659; ATPLite firefly luciferase biochemical luminescence, 10 min; inhibition, % at 10 µM; 200,000 compounds, 1.5% hits; AID 1006;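 active = inhibition above about 50% when tested at 10 µM, limit read from the data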
Target sequence (P08659 whole entry, looked up): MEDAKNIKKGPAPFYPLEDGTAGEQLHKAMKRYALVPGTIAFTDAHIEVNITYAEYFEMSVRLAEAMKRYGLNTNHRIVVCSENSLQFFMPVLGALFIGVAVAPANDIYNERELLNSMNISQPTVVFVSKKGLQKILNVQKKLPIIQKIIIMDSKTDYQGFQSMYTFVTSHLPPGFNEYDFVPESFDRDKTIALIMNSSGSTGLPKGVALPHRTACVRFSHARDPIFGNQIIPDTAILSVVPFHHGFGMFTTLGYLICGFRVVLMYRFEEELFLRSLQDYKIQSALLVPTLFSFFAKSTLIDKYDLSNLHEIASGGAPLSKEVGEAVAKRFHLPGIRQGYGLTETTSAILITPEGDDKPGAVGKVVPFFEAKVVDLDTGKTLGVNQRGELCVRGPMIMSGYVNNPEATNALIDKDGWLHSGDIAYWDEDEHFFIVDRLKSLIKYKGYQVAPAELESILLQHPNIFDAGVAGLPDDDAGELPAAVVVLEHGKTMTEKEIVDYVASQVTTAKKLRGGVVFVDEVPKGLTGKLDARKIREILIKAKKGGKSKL
FLuc stim CS: firefly luciferase counter-screen for stimulation assays; 200,000 tested, under 10 active; activation factor at 10 µM; P08659; ATPlite luciferase biochemical, luminescence, 10 min; 0 = ATP-free wells, 1 = DMSO control;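 active = luciferase activation factor, scaled between plate controls, of at least 2 with compound at 10 µM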
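System: cell-free luciferase reagent; medium: PBS as buffer for the ATP substrate; doses: test compounds dosed from 2 mM stocks in 100% DMSO; incubation: 10 min, room temperature; measured by: luminescence from luciferase reaction; read-out: luciferase activation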
* hit, by the source's call. Compounds were not picked by outcome. Share with any hit: about 3.6%.

For COc1ccc(C(c2nnnn2CC2CCCO2)N2CCN(c3ccccc3)CC2)cc1 (stereo not drawn) the results were TNAP act hi DEA 1.1, TNAP inh noacc -6, PMI act hi M6P 1.4, APP 5'UTR act 2, NF-kB neuron act 0.97, PMI activator 1.2, bIAP activator 1, TNAP inh hiacc -8, FLuc inhib CS -6 and FLuc stim CS 1.1.
`Cc1ccc(NC(=O)C(=O)NCCN2CCN(S(C)(=O)=O)CC2)cc1C` gave TNAP act hi DEA 1.1, TNAP inh noacc -10, PMI act hi M6P 1, APP 5'UTR act 0, NF-kB neuron act 1.1, PMI activator 1, bIAP activator 1.1, TNAP inh hiacc -6, FLuc inhib CS -4 and FLuc stim CS 1.
For Clc1ccc(-c2nnc(-c3ccccc3)nc2N2CCSCC2)cc1 the results were TNAP act hi DEA 1, TNAP inh noacc -2, PMI act hi M6P 1, APP 5'UTR act 14, NF-kB neuron act 1, PMI activator 1, bIAP activator 0.8, TNAP inh hiacc -1, FLuc inhib CS 4 and FLuc stim CS 1.
For COC(=O)C1NN=C(C(=O)c2ccc(Br)cc2)C1c1cccc(Br)c1 (stereo not drawn) the results were TNAP act hi DEA 1, TNAP inh noacc -7, PMI act hi M6P 1.1, APP 5'UTR act 9, NF-kB neuron act 1.1, PMI activator 1.1, bIAP activator 1, TNAP inh hiacc -3, FLuc inhib CS -8 and FLuc stim CS 1.1.
CCCCCCCSc1nnc(-c2ccccc2N)c(=O)[nH]1 was read as TNAP act hi DEA 1, TNAP inh noacc -17, PMI act hi M6P 0.9, APP 5'UTR act -12, NF-kB neuron act 1, PMI activator 1, bIAP activator 1, TNAP inh hiacc 0, FLuc inhib CS -6 and FLuc stim CS 1.1.
CC(C)C(=O)N=C1NC(=O)CS1 was read as TNAP act hi DEA 1, TNAP inh noacc -11, PMI act hi M6P 1, APP 5'UTR act 1, NF-kB neuron act 1.2, PMI activator 1.1, bIAP activator 1, TNAP inh hiacc -3, FLuc inhib CS -3 and FLuc stim CS 1.
For COc1ccccc1C(=O)N(CCN(C)C)c1nc2cc(C)cc(C)c2s1 the results were TNAP act hi DEA 1, TNAP inh noacc 5, PMI act hi M6P 1.1, APP 5'UTR act -10, NF-kB neuron act 0.96, PMI activator 1.1, bIAP activator 1, TNAP inh hiacc 3, FLuc inhib CS -4 and FLuc stim CS 1.
For COc1ccc(/C=C/CN2CCC(CO)(Cc3ccccc3Cl)CC2)cc1 the results were TNAP act hi DEA 1, TNAP inh noacc -2, PMI act hi M6P 1, APP 5'UTR act 5, NF-kB neuron act 1, PMI activator 0.9, bIAP activator 1.1, TNAP inh hiacc -2, FLuc inhib CS 6 and FLuc stim CS 0.9.
COc1ccc(OCc2nnc(SCC(=O)NCc3ccco3)o2)cc1 was read as TNAP act hi DEA 1.1, TNAP inh noacc -19, PMI act hi M6P 1, APP 5'UTR act -5, NF-kB neuron act 1.2, PMI activator 1, bIAP activator 0.9, TNAP inh hiacc -9, FLuc inhib CS -8 and FLuc stim CS 1.1.
Cc1cc(OCc2nc(-c3ccc(NC(=O)c4cccnc4)cc3)no2)ccc1Cl was read as TNAP act hi DEA 1, TNAP inh noacc 1, PMI act hi M6P 1.1, APP 5'UTR act 7, NF-kB neuron act 1.2, PMI activator 1.2, bIAP activator 0.9, TNAP inh hiacc -2, FLuc inhib CS -6 and FLuc stim CS 1.1.
S=c1[nH]nc(-c2ccc3ccccc3n2)n1-c1cc(Cl)cc(Cl)c1 was read as TNAP act hi DEA 1, TNAP inh noacc 0, PMI act hi M6P 1.2, APP 5'UTR act 11, NF-kB neuron act 1.1, PMI activator 1, bIAP activator 0.7, TNAP inh hiacc 1, FLuc inhib CS 70* and FLuc stim CS 0.3.
`O=C(O)c1ccc(Nc2ncnc3c2cnn3Cc2ccccc2)cc1` gave TNAP act hi DEA 1, TNAP inh noacc -8, PMI act hi M6P 0.9, APP 5'UTR act 1, NF-kB neuron act 1, PMI activator 0.9, bIAP activator 1.1, TNAP inh hiacc -1, FLuc inhib CS 1 and FLuc stim CS 1.
CCOC(=O)c1sc(NC(=O)CCN2C(=O)c3cccc([N+](=O)[O-])c3C2=O)c(C(=O)OCC)c1C was read as TNAP act hi DEA 1, TNAP inh noacc 3, PMI act hi M6P 0.9, APP 5'UTR act 2, NF-kB neuron act 0.91, PMI activator 0.9, bIAP activator 0.9, TNAP inh hiacc -1, FLuc inhib CS -9 and FLuc stim CS 1.1.
Screening COC(=O)Cn1cc(/C=N/NC(=O)c2ccc(C#N)cc2F)c2ccccc21 returned TNAP act hi DEA 1.1, TNAP inh noacc -5, PMI act hi M6P 0.9, APP 5'UTR act 3, NF-kB neuron act 0.96, PMI activator 0.9, bIAP activator 0.9, TNAP inh hiacc -5, FLuc inhib CS -5 and FLuc stim CS 1.
`COc1ccc(-c2ccc3nnc(SCC(N)=O)n3n2)cc1` gave TNAP act hi DEA 1, TNAP inh noacc -14, PMI act hi M6P 1, APP 5'UTR act 27, NF-kB neuron act 1.4, PMI activator 1.1, bIAP activator 0.9, TNAP inh hiacc -4, FLuc inhib CS -1 and FLuc stim CS 1.
Screening O=C(N1CCN(Cc2ccc3c(c2)OCO3)CC1)C12CC3CC(CC(C3)C1)C2 returned TNAP act hi DEA 1.1, TNAP inh noacc -9, PMI act hi M6P 1, PMI activator 1, bIAP activator 1, TNAP inh hiacc -7, FLuc inhib CS -6 and FLuc stim CS 1.1.
For Cc1ccc(OCc2nnc(SCC(=O)c3ccccc3)n2-c2ccccc2)cc1 the results were TNAP act hi DEA 1, TNAP inh noacc 1, PMI act hi M6P 1.1, APP 5'UTR act 0, NF-kB neuron act 0.89, PMI activator 1.1, bIAP activator 1, TNAP inh hiacc 2, FLuc inhib CS -3 and FLuc stim CS 1.
For COCCn1c(=O)c2ccccc2c2ccccc2c1=O the results were TNAP act hi DEA 1.1, TNAP inh noacc -3, PMI act hi M6P 1.1, APP 5'UTR act -1, NF-kB neuron act 0.88, PMI activator 1.1, bIAP activator 1.1, TNAP inh hiacc -6, FLuc inhib CS -6 and FLuc stim CS 1.1.
`CC1CCN(C(=O)CN2C(=O)c3cccc4cccc(c34)C2=O)CC1` gave TNAP act hi DEA 1, TNAP inh noacc -2, PMI act hi M6P 1, APP 5'UTR act -24, NF-kB neuron act 1.1, PMI activator 1, bIAP activator 0.9, TNAP inh hiacc -4, FLuc inhib CS -4 and FLuc stim CS 1.
For COc1ccc(C)cc1NC(=O)C1CCCN1S(=O)(=O)c1ccc2c(c1)CCC(=O)N2 (stereo not drawn) the results were TNAP act hi DEA 1, TNAP inh noacc 2, PMI act hi M6P 0.9, APP 5'UTR act 3, NF-kB neuron act 0.78, PMI activator 0.9, bIAP activator 0.9, TNAP inh hiacc -5, FLuc inhib CS -6 and FLuc stim CS 1.1.
Screening CCO[C@H]1OC(C(=O)O)=C[C@@H](c2ccc3c(c2)OCO3)[C@@H]1CCCO returned TNAP act hi DEA 1, TNAP inh noacc -3, PMI act hi M6P 0.9, APP 5'UTR act 1, NF-kB neuron act 1, PMI activator 0.9, bIAP activator 1, TNAP inh hiacc -1, FLuc inhib CS -3 and FLuc stim CS 1.
`C=CCN(CC=C)C(=O)COC(=O)c1ccc(Sc2ncn[nH]2)c([N+](=O)[O-])c1` gave TNAP act hi DEA 1, TNAP inh noacc 19, PMI act hi M6P 1.2, APP 5'UTR act 0, NF-kB neuron act 1, PMI activator 1.4, bIAP activator 1.1, TNAP inh hiacc 4, FLuc inhib CS -10 and FLuc stim CS 1.1.
For CCOc1ccccc1NC(=O)c1ccccc1-c1nc(-c2ccccc2)no1 the results were TNAP act hi DEA 1, TNAP inh noacc -4, PMI act hi M6P 1, APP 5'UTR act 2, NF-kB neuron act 0.82, PMI activator 1, bIAP activator 0.9, TNAP inh hiacc -4, FLuc inhib CS -3 and FLuc stim CS 1.
CN(CC(=O)NCCN1CCN(Cc2ccccc2)CC1)S(=O)(=O)c1cccc2nsnc12 was read as TNAP act hi DEA 1, TNAP inh noacc -7, PMI act hi M6P 1, APP 5'UTR act -22, NF-kB neuron act 1.2, PMI activator 1, bIAP activator 1, TNAP inh hiacc -3, FLuc inhib CS -3 and FLuc stim CS 1.
`O=C(COc1ncnc2scc(-c3ccc(Cl)cc3)c12)NCc1ccco1` gave TNAP act hi DEA 1, TNAP inh noacc -12, PMI act hi M6P 0.9, APP 5'UTR act -3, NF-kB neuron act 0.7, PMI activator 0.9, bIAP activator 0.9, TNAP inh hiacc 1, FLuc inhib CS -5 and FLuc stim CS 1.
Cc1cc(C)c(C)c(S(=O)(=O)N2CCN(CC(=O)NC(=O)NCc3ccccc3)CC2)c1C was read as TNAP act hi DEA 1, TNAP inh noacc -3, PMI act hi M6P 0.8, APP 5'UTR act 4, NF-kB neuron act 0.98, PMI activator 0.8, bIAP activator 1, TNAP inh hiacc -1, FLuc inhib CS -1 and FLuc stim CS 1.
For Cc1cc(NC(=O)C2CC(c3ccccc3Cl)=NO2)no1 (stereo not drawn) the results were TNAP act hi DEA 1, TNAP inh noacc 8, PMI act hi M6P 1.1, APP 5'UTR act 24, NF-kB neuron act 0.89, PMI activator 1.2, bIAP activator 0.8, TNAP inh hiacc -4, FLuc inhib CS -7 and FLuc stim CS 1.1.
For N#Cc1c(NC(=O)CSc2n[nH]c(N)n2)oc(-c2ccccc2)c1-c1ccccc1 the results were TNAP act hi DEA 1, TNAP inh noacc 0, PMI act hi M6P 0.9, APP 5'UTR act 1, NF-kB neuron act 1.6, PMI activator 0.9, bIAP activator 1.1, TNAP inh hiacc 0, FLuc inhib CS -7 and FLuc stim CS 1.1.
For Cc1cccc(NC(=O)COc2cccc3c2CCN(C)C3=O)c1C the results were TNAP act hi DEA 1, TNAP inh noacc -11, PMI act hi M6P 1, APP 5'UTR act 23, NF-kB neuron act 0.96, PMI activator 0.7, bIAP activator 1, TNAP inh hiacc -4, FLuc inhib CS 2 and FLuc stim CS 1.
Screening COc1ccc(N2CCN(C(=O)c3ccc(C(C)(C)C)cc3)CC2)cc1 returned TNAP act hi DEA 1.1, TNAP inh noacc -15, PMI act hi M6P 1.2, APP 5'UTR act 20, NF-kB neuron act 1.1, PMI activator 1, bIAP activator 1.1, TNAP inh hiacc -7, FLuc inhib CS -1 and FLuc stim CS 1.

Structural class, those above containing a nitro group on carbon.
CCOC(=O)c1sc(NC(=O)CCN2C(=O)c3cccc([N+](=O)[O-])c3C2=O)c(C(=O)OCC)c1C was read as TNAP act hi DEA 1, TNAP inh noacc 3, PMI act hi M6P 0.9, APP 5'UTR act 2, NF-kB neuron act 0.91, PMI activator 0.9, bIAP activator 0.9, TNAP inh hiacc -1, FLuc inhib CS -9 and FLuc stim CS 1.1.
`C=CCN(CC=C)C(=O)COC(=O)c1ccc(Sc2ncn[nH]2)c([N+](=O)[O-])c1` gave TNAP act hi DEA 1, TNAP inh noacc 19, PMI act hi M6P 1.2, APP 5'UTR act 0, NF-kB neuron act 1, PMI activator 1.4, bIAP activator 1.1, TNAP inh hiacc 4, FLuc inhib CS -10 and FLuc stim CS 1.1.
